Compound activity (PubChem BioAssay)
TLR9-MyD88 inh = inhibitors of TLR9-MyD88 association in cells, primary screen, cell-based, CHO, BLA complementation, fluorescence; hit rate 0.21% among 340,000; CCF4 FRET ratio; inhibition, % at 4.98 µM; Toll-like receptor 9 (Homo sapiens) + Myeloid differentiation primary response protein …; AID 504734, 2011;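 active = inhibition above the mean over all tested compounds plus 3 SD, cut at about 21% in these data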;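 note: 0% = DMSO only wells and 100% = clavulanate BLA inhibitor control wells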
NR2F2 inh = NR2F2 transcriptional activity inhibitors, primary screen, cell-based, luciferase reporter, HEK293T, luminescence; inhibition, % at 8.6 µM; COUP transcription factor 2 (Homo sapiens), P24468; HEK293T NGFI-A luciferase reporter; hit rate 0.7% among 370,000; AID 686940, 2013;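 active = inhibition above a per-plate cutoff, mean inhibition of test wells between control levels plus 3 SD, cut at about 38% in these data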;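 note: cells cotransfected with COUP-TFII expression vector driving the NGFI-A reporter; 0% = median of COUP-TF2 test wells and 100% = reporter-only cells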
Target sequence (P24468 whole entry, looked up): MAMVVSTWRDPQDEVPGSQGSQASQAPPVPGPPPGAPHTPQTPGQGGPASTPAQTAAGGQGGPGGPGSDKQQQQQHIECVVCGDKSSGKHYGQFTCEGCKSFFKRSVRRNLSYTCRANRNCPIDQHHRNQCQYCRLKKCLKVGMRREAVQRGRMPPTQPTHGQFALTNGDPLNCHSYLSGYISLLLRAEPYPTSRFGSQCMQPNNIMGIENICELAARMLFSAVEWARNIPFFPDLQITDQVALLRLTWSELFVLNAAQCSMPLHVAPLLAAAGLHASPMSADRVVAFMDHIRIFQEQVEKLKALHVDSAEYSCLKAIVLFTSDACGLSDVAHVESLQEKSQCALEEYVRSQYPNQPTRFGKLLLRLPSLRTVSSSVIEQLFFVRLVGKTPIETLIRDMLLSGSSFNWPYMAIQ
TROY NFkB inh = inhibitors of TROY-driven NF-kB signaling, primary screen, Q293 LMP1-TROYcd cells, NF-kB luciferase, uHTS; AID 1347056, 2019; hit rate 0.98% among 360,000; Q293 LMP1-TROYcd NF-kB luciferase reporter, 4 h; inhibition, % at 10 µM;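 active = compounds whose plate-normalised and pattern-corrected inhibition of the luciferase reporter signal at the single screening dose is 50% or more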
NR5A2 inv ag = LRH-1 (NR5A2) inverse agonists, primary screen, cell-based, luminescence, HEK293T, StAR-luciferase reporter. Nuclear receptor subfamily 5 group A member 2 (Homo sapiens), O00482. LRH-1 transfected, 24 h. inhibition, % at 3.6 µM. hit rate 0.13% among 360,000. AID 602396, 2012;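 active = inhibition above the mean inhibition of all tested compounds plus 3 SD, cut at about 73% in these data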;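 note: 0% = DMSO wells and 100% = reporter-only cells lacking LRH-1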
NCOA3 inh = SRC3 coactivator transcriptional activity inhibitors, primary screen, cell-based, luminescence. Nuclear receptor coactivator 3 (Homo sapiens), Q9Y6Q9. HEK293 GAL4-SRC3 luciferase reporter. inhibition, % at 3.6 µM. hit rate 0.17% among 360,000. AID 588352, 2011;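 active = inhibition above a per-campaign cutoff, the mean of all compounds plus 3 SD, cut at about 60% in these data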;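 note: 0% = DMSO-treated cells and 100% = gossypol-treated cells at 36 µM; higher means less SRC3-driven luciferase light from the GAL4 reporter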
TWEAK-Fn14 inh = inhibitors of TWEAK-Fn14 signaling, primary screen, luciferase reporter cells, uHTS. TWEAK-stimulated Fn14 reporter cells, luciferase luminescence, 8 h. inhibition, % at 10 µM. hit rate 2% among 360,000. AID 1159606, 2016; in the data active = inhibition above about 50%
LMP1 NFkB inh = EBV LMP1-driven NF-kappaB luciferase reporter inhibitors, primary screen, cell-based, luminescence, single point; LMP1-induced NF-kappaB luciferase reporter cells; inhibition, % at 12.5 µM; hit rate 0.69% among 350,000; AID 504558, 2011; in the data active = inhibition above about 41%;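 note: 0% = neutral control wells and 100% = reference inhibitor control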
SRC2 inh = inhibition of GAL4-SRC2 driven luciferase reporter, primary screen, SRC2 inhibitor project, cell-based, luminescence; HEK293 GAL4-SRC2 luciferase reporter; Nuclear receptor coactivator 2 (Homo sapiens), Q15596; hit rate 0.17% among 370,000; inhibition, % at 9 µM;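 active = inhibition above the mean inhibition of all tested compounds plus 3 SD, set per campaign, cut at about 52% in these data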;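 note: 0% = DMSO treated cells and 100% = cells given Gossypol at 36 µM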
NOD2 RIPK2 PPI = NOD2-RIPK2 binding disruptors in cells, primary screen, fluorescence, CHO cells, BLA complementation; AID 624267, 2012; inhibition, % at 4.98 µM; CCF4 ratio; hit rate 0.38% among 360,000; Receptor-interacting serine/threonine-protein kinase 2 (Homo sapiens), O43353; in the data active = inhibition above about 21%;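 note: 0% = vehicle only and 100% = reference blocker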
Target sequence (O43353 whole entry, looked up): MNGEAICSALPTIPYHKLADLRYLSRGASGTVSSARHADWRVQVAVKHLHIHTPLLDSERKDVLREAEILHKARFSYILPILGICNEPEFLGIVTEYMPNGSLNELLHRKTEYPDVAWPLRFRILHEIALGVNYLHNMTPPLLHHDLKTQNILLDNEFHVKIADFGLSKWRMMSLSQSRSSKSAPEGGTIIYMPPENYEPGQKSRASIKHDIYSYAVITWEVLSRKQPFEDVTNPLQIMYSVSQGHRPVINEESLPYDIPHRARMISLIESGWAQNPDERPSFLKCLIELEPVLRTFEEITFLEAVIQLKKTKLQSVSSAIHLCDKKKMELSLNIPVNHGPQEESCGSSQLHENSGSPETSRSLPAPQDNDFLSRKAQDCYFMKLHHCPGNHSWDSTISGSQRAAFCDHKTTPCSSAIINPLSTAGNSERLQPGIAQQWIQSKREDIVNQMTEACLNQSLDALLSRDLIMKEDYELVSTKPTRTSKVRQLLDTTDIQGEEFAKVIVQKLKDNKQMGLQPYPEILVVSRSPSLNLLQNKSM
TRAIL sens C8 = viability loss with TRAIL in NB7+C8 cells, primary screen, TRAIL sensitizer project, cell-based, ATPlite luminescence. hit rate 1% among 360,000. inhibition (viability loss, TRAIL sensitization), % at 10 µM. AID 624354, 2012;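 active = compounds causing at least 50% loss of cell viability in the single-dose screen, relative to plate controls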
NCOA1 inh = SRC1 coactivator transcriptional activity inhibitors, primary screen, cell-based, luminescence; Nuclear receptor coactivator 1 (Homo sapiens), Q15788; HEK293 GAL4-SRC1 luciferase reporter; inhibition, % at 3.6 µM; hit rate 0.12% among 360,000; AID 588354, 2011;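 active = inhibition above the campaign mean plus 3 SD, with each screening campaign given its own cutoff, cut at about 60% in these data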;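 note: 0% = DMSO treated cells and 100% = gossypol at 36 µM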
The depositor's hits bear a star; x = no result given. This is a subset; count on the stated rates, not on these rows.

SMILES	TLR9-MyD88 inh	NR2F2 inh	TROY NFkB inh	NR5A2 inv ag	NCOA3 inh	TWEAK-Fn14 inh	LMP1 NFkB inh	SRC2 inh	NOD2 RIPK2 PPI	TRAIL sens C8	NCOA1 inh
CC1CCCN(C(=O)Cn2nnc(-c3ccc(N(C)C)cc3)n2)C1 (stereo unspecified)	-9	x	-16	-6	-1	-13	5	x	15	3	-24
Cc1cc(/C=C2\SC(N)=NC2=O)c(C)n1-c1ccccc1	-1	-49	-5	-38	-73	14	0	-33	-6	42	-51
CC(/C=C/c1ccccc1)=N/NC(=O)CNC(=O)c1ccc2c(c1)OCO2	1	4	18	-5	12	-14	-1	15	-2	-7	9
Cc1nn(Cc2cccc(C(=O)NCC(C)C)c2)c(C)c1Br	-3	15	3	11	-4	11	3	-4	-4	2	-8
Cc1cc(=O)[nH]c(N)n1	-11	14	5	6	19	-41	-6	16	-5	-8	-4
CNS(=O)(=O)c1ccc(Oc2ccc(S(=O)(=O)NC)cc2)cc1	-9	27	-4	21	3	1	7	23	-5	0	13
O=C1/C(=C\c2ccc(Br)o2)Cc2ccccc21	0	-30	-60	-13	-31	-23	9	-14	2	-1	2
Cc1cc(C)n2c(SCC(=O)N3CCN(S(=O)(=O)c4ccc(Cl)cc4)CC3)nnc2n1	1	10	5	7	10	-22	-8	6	4	11	3
CC1CCCC(C)N1C(=O)COC(=O)C12CC3CC(CC(Cl)(C3)C1)C2 (stereo unspecified)	1	-1	5	10	8	6	-2	20	4	-18	-15
CC1CCCCN1CCNC(=O)C1CCN(S(=O)(=O)N2CCCCC2)CC1 (stereo unspecified)	6	7	-2	22	-15	0	-15	2	4	-1	8
CN1C(C(=O)NCCc2cccs2)CC2Cn3c(nc4cc(Cl)c(Cl)cc43)C21 (stereo unspecified)	9	-5	9	-4	3	3	12	-5	1	-4	7
CCC(C(=O)Nc1ccccc1-c1ccccc1)c1ccccc1 (stereo unspecified)	-2	-14	1	6	-5	9	-1	1	-7	15	-2

Single entries from the entries so far:
O=C1/C(=C\c2ccc(Br)o2)Cc2ccccc21 in NOD2 RIPK2 PPI → 2
CC1CCCCN1CCNC(=O)C1CCN(S(=O)(=O)N2CCCCC2)CC1 (stereo unspecified) in LMP1 NFkB inh → -15

Carrying on:
SMILES	TLR9-MyD88 inh	NR2F2 inh	TROY NFkB inh	NR5A2 inv ag	NCOA3 inh	TWEAK-Fn14 inh	LMP1 NFkB inh	SRC2 inh	NOD2 RIPK2 PPI	TRAIL sens C8	NCOA1 inh
COc1ccccc1N1CCN(C(=O)C2CCN(S(=O)(=O)c3ccc(F)cc3)CC2)CC1	-6	5	30	-1	15	5	-5	7	-1	1	-10
Nc1cc(Oc2ccc(F)cc2F)cc([N+](=O)[O-])c1	-12	1	-5	9	11	14	2	2	-9	-14	15
Cc1ccc(NC(=O)[C@@H]2CCCN2S(=O)(=O)c2ccccc2C(F)(F)F)cc1S(=O)(=O)N1CCOCC1	6	12	14	12	21	-6	-1	4	-3	-10	-21
COc1cc(C(=O)Nc2cc(S(=O)(=O)N3CCOCC3)ccc2N2CCOCC2)cc(OC)c1C	-5	4	10	-6	4	-23	-15	7	-7	-25	-7
CN1CCc2nc3ccc(Cl)cc3c(-c3ccccc3Cl)c2C1	2	-1	17	8	14	9	-1	-10	-1	-10	-3
Cc1cc(C)n2nc(SCc3nnc(-c4cccs4)o3)nc2n1	-4	0	-10	2	10	-1	-5	18	-5	-9	-3
CCCN1C(=O)/C(=N\OCC(=O)Nc2ccc(C(C)C)cc2)c2ccccc21	4	0	1	13	-6	-9	9	1	-9	-5	6
COc1ccc(CC(NC(C)=O)C(=O)NC2CCN(S(=O)(=O)c3ccc(NC(C)=O)cc3)CC2)cc1 (stereo unspecified)	-6	-4	-3	4	-9	5	1	-33	-11	10	-3
Cc1cc(F)ccc1C(O)c1ncc(-c2ccccc2C(F)(F)F)[nH]1 (stereo unspecified)	x	-9	-7	0	-3	16	x	3	-2	-4	11
O=C(O)[C@H](Cc1ccccc1)NC(=O)N1CCN(c2ccccc2)CC1	-3	4	-3	9	-5	-4	-1	13	-6	7	-12
Cc1ccc(C(=O)NNC(=O)CNc2cccc(Cl)c2)cc1	-6	4	2	1	6	1	-6	-10	-1	-3	-3
CCCCN(C(=O)c1oc2ccc(OCC)cc2c1C)c1c(N)n(CCCC)c(=O)[nH]c1=O	6	4	-38	-2	-14	-5	-1	-4	-5	-1	-15
CCCNS(=O)(=O)c1ccc(OCC(=O)NCC2CCCO2)cc1 (stereo unspecified)	1	11	7	6	-5	7	8	-7	-10	11	9
COc1ccccc1/C=C/C(=O)NCC(=O)N/N=C/c1ccc2c(c1)OCO2	0	8	-7	20	4	-16	20	-13	-5	-4	-4
CN1CC(=O)NC1=NC(=O)C12CC3CC(CC(C3)C1)C2	-4	12	6	20	-6	-1	-3	15	6	18	-10
Cc1cccc(NC(=O)c2ccc(S(=O)(=O)N3CCCCC3)cc2)c1	1	15	-3	17	-2	15	-7	30	-1	-5	7
COC(=O)c1cc2c(C)nn(C)c2s1	3	21	11	-13	15	22	0	-9	-4	10	-6
O=C(COC(=O)c1ccc(Cl)nc1)NCCc1ccc(Cl)cc1	-16	-2	-8	16	20	-3	3	-7	-2	-14	16
CN(C)c1ccc(NS(=O)(=O)c2cc(Cl)ccc2Cl)cc1	11	7	-38	2	0	13	2	-26	-4	-20	-26
O=c1[nH][nH]c(C(F)(F)F)c1C=NCc1cccs1	3	17	1	3	-2	-9	-10	-20	-1	-14	-6
COc1ccc(CNc2oc(COc3ccc(Cl)cc3)nc2C#N)cc1	3	-18	45	4	-14	31	-2	-5	4	0	10
O=C1CCC/C(=N\NC(=O)c2ccc(NS(=O)(=O)c3ccc(Br)cc3)cc2)C1	-2	-1	-14	2	-4	6	2	-34	-4	6	-3
COc1ccc(OC)c(NC(=O)CS(=O)(=O)c2ccccc2)c1	-4	4	5	6	-13	1	6	0	-6	-4	4
Cc1cccc2c1OCC/C2=N\NC(=O)COc1ccccc1Cl	3	-21	-30	-26	-50	-6	-26	-35	6	16	-42

Six compounds from above, limited to NCOA3 inh and NOD2 RIPK2 PPI:
compound	NCOA3 inh	NOD2 RIPK2 PPI
Cc1cc(C)n2c(SCC(=O)N3CCN(S(=O)(=O)c4ccc(Cl)cc4)CC3)nnc2n1	10	4
CC1CCCC(C)N1C(=O)COC(=O)C12CC3CC(CC(Cl)(C3)C1)C2 (stereo unspecified)	8	4
CC1CCCCN1CCNC(=O)C1CCN(S(=O)(=O)N2CCCCC2)CC1 (stereo unspecified)	-15	4
CN1C(C(=O)NCCc2cccs2)CC2Cn3c(nc4cc(Cl)c(Cl)cc43)C21 (stereo unspecified)	3	1
CCC(C(=O)Nc1ccccc1-c1ccccc1)c1ccccc1 (stereo unspecified)	-5	-7
COc1ccccc1N1CCN(C(=O)C2CCN(S(=O)(=O)c3ccc(F)cc3)CC2)CC1	15	-1

Next section:
SMILES	TLR9-MyD88 inh	NR2F2 inh	TROY NFkB inh	NR5A2 inv ag	NCOA3 inh	TWEAK-Fn14 inh	LMP1 NFkB inh	SRC2 inh	NOD2 RIPK2 PPI	TRAIL sens C8	NCOA1 inh
COCCCN1C(=O)C(CC(=O)NCc2ccco2)CC(C(=O)N(C)C)=C1C (stereo unspecified)	9	-18	6	5	1	17	6	11	9	-1	14
CCOc1ccccc1NC(=O)c1ccc(OCC(=O)N2CCOCC2)c(OC)c1	-8	-9	-8	-12	-2	0	4	-5	2	15	8
O=c1c(-c2ccco2)[n+]([O-])c2ccccc2n1OCc1ccccc1	-7	11	-2	-15	7	-16	-1	10	-8	2	3
CCCCc1ccc(NC(=O)Nc2cnccn2)cc1	-61	-10	-22	-56	-50	-12	-24	-32	-10	30	-28
CCN(CC)C(=O)CSc1nc2ccccc2c(=O)[nH]1	12	-18	x	2	18	20	5	-21	7	-1	2
O=c1oc(-c2ccccc2)c(-c2ccccc2)c2ccccc12	6	-8	-16	-3	7	9	-1	23	8	-15	-9
COc1ccc(OC)c(Nc2nc3nonc3nc2N2CCCC(C)C2)c1 (stereo unspecified)	2	11	-1	4	-15	-15	-1	12	1	2	16
CC(=O)c1c(C)[nH]c(C(=O)N2CC(C)CC(C)C2)c1C (stereo unspecified)	0	5	-23	-13	22	-14	3	-32	-5	-15	5
COc1cc(C)c(Cl)cc1S(=O)(=O)n1ccnc1C	6	0	7	7	20	4	-11	-28	-4	-2	1
O=C(NC1CCN(C(=O)Nc2ccc(F)cc2)CC1)c1ccccc1F	5	0	2	-17	0	-1	1	-5	-6	-2	-4
Cc1noc(C)c1Cn1nc(C(=O)O)c2ccccc2c1=O	-14	2	12	0	21	-5	5	-24	1	6	-8
CC(=O)Oc1ccc(-c2cccc(C(=O)O)c2)cc1	4	-33	-38	-20	8	-10	-8	-12	-6	14	1
Cc1sc2ncnc(NCCCn3ccnc3)c2c1C	2	8	3	-11	-16	9	-13	12	-5	-4	-2
COC(=O)C(C)NS(=O)(=O)c1ccc(NC(C)=O)cc1 (stereo unspecified)	-3	6	-12	-12	17	-2	-2	-15	-6	-14	9
COc1ccc(CCN2C(=NC(=O)CCC(=O)O)SC3CS(=O)(=O)CC32)cc1OC (stereo unspecified)	-10	-19	-4	21	1	-3	-7	6	-7	-12	5
